Compound activity: PubChem, Sanford-Burnham Center for Chemical Genomics
APJ agonist: activates the human apelin receptor APJ; CHO-K1 APJ PathHunter beta-arrestin, luminescence; 0% DMSO wells, 100% apelin; activation, % at 20 µM; hit rate 0.11% among 330,000; P35414;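 active = activation more than six SD over the plate average, tested at 20 µM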;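 note: 0% = DMSO alone and 100% = apelin-13 at 10 nM; some results filed as inactive read as strong as hits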
Target sequence (P35414 whole entry, looked up): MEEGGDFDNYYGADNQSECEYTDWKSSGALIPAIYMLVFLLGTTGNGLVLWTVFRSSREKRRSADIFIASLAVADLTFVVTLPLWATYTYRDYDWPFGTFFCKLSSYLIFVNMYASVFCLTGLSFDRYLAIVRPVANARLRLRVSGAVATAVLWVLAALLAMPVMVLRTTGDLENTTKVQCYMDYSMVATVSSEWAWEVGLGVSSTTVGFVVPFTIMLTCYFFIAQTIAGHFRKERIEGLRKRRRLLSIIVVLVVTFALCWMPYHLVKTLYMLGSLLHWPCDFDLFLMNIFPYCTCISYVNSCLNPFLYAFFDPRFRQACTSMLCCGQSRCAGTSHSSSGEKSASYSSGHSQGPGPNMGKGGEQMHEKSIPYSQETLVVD
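Test system – PathHunter CHO-K1 APJ (AGTRL-1) beta-arrestin reporter cells · Input – 1000 cells/well · Compound – single test compound dose, 20 µM final, 1% DMSO · Times – compound stimulation 90 min at 25 °C, detection 60 min · Technique – beta-gal luminescence · Read-out basis – APJ–arrestin association signal · Control set – negative DMSO alone, positive Apelin-13 at 10 nM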
APJ antagonist: antagonists of human APJ apelin receptor. CHO-K1 APJ beta-arrestin complementation, luminescence. inhibition, % at 20 µM. P35414. hit rate 0.32% among 330,000. AID 2521;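 active = inhibition above about 40% at 20 µM, limit read from the data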;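 note: cells challenged with 10 nM apelin-13 agonist together with compound; plate controls were apelin-13 plus DMSO wells for no effect and DMSO wells lacking apelin-13 for full effect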
UBC13 inh: blocks human UBC13 polyubiquitin chain formation; P61088; TR-FRET; inhibition, % at 20 µM; hit rate 0.47% among 330,000; in the data active = inhibition above about 45%, passing the limit was not always enough
EBI2 antag: EBI2 (human) antagonism | EBI2 beta-arrestin recruitment, luminescence, 7a,25-OHC stimulated | hit rate 0.81% among 360,000 | P32249 | inhibition, % at 5 µM; in the data active = inhibition above about 38%;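 note: enzyme fragment complementation signal reports receptor beta-arrestin coupling in cells; 0% = agonist plus DMSO wells and 100% = wells without agonist; some results beyond the cut were filed as inactive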
CXCR6 inh: inhibitors of human CXCR6 receptor; O00574; CHO-K1 PathHunter CXCR6 beta-arrestin, luminescence; inhibition, % at 20 µM; hit rate 0.36% among 360,000; in the data active = inhibition above about 34%, passing the limit was not always enough;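 note: antagonist mode with CXCL16 agonist at 10 nM final; 0% = 10 nM CXCL16 with DMSO and 100% = unstimulated wells without agonist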
Target sequence (O00574 whole entry, looked up): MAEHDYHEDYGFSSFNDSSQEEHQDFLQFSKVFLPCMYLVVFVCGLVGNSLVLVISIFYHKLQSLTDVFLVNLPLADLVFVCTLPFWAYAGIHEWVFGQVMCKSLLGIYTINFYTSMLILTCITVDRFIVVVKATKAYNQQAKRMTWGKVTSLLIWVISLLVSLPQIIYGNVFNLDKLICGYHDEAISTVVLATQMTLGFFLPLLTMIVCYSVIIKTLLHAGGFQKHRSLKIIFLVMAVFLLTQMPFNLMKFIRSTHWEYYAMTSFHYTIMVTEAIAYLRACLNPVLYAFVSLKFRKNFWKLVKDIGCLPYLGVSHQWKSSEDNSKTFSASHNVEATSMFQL
Gli-Sufu antag: blocks Gli-Sufu signaling in a luciferase reporter; Sufu-KO-LIGHT fibroblasts, Gli luciferase reporter luminescence; inhibition, % at 5 µM; hit rate 0.74% among 340,000;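 active = inhibition above about 55%, limit read from the data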;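 note: 0% = DMSO-treated cells and 100% = wells with medium but no cells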
ATG4B inhibitor: blocks human ATG4B protease cleavage of LC3 substrate; Q9Y4P1; inhibition, % at 8.33 µM; ATG4B cleavage of LC3-PLA2, NBD-HPC fluorescence, 1 h; hit rate 0.51% among 340,000; in the data active = inhibition above about 40%
CCR6 antagonist: CCR6 (human) receptor antagonism; hit rate 0.49% among 340,000; inhibition, % at 20 µM; P51684; CHO-K1 CCR6 PathHunter beta-arrestin, luminescence, CCL20-stimulated;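 active = compounds whose inhibition of the agonist-driven luminescence signal at 20 µM reaches about 50%, limit read from the data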;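 note: cells stimulated with CCL20 at 14 nM final; plate controls were DMSO with CCL20 for no effect and DMSO without agonist for full effect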
Target sequence (P51684 whole entry, looked up): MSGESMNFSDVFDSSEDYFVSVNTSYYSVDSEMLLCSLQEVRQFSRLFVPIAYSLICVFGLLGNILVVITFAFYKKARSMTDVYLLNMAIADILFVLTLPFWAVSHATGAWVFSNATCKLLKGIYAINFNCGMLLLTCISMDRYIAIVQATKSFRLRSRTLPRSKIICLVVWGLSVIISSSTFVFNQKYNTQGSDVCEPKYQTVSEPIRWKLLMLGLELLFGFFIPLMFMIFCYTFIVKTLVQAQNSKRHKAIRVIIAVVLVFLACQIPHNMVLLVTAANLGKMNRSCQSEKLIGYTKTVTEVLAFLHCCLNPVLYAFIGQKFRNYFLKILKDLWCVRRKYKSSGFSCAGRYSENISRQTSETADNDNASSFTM
Starred values were filed as active, the others as inactive; . = no result given.

SMILES	APJ agonist	APJ antagonist	UBC13 inh	EBI2 antag	CXCR6 inh	Gli-Sufu antag	ATG4B inhibitor	CCR6 antagonist
O=C(CC1C(=O)NCCN1C/C=C/c1ccccc1)NCCc1cccnc1 (centres undefined)	-1	-2	0	-2	0	0	-12	10
COc1ccccc1/C=C/C=N/n1c(-c2ccco2)n[nH]c1=S	-2	10	-2	-9	7	-1	-2	18
Nc1c(C(=O)NCc2ccc3c(c2)OCO3)nnn1Cc1cccc(F)c1	1	13	18	-6	0	-2	-7	11
COc1ccc(OC)c(NC(=O)CSc2nc3[nH]c(=O)cc(O)c3s2)c1	-4	-20	-31	7	-2	-4	-1	1
COc1ccc(S(=O)(=O)N(C)CC(=O)N2CCCCCC2)cc1	-2	6	-2	-15	-6	-14	3	1
CCOc1ccc(NC(=O)NCCCCc2ccccc2)cc1	3	14	5	-2	-2	-10	-4	15
COc1ccccc1N=Nc1ccc(O)c2ncccc12	-2	4	-32	2	33	-2	0	54*
COc1cccc(C2C3=C(N=c4s/c(=C\c5cccc(O)c5)c(=O)n42)c2ccccc2CC3)c1OC (centres undefined)	-1	-14	-18	22	10	2	-7	18
O=C(CCS(=O)(=O)c1ccccc1)N1CCOCC1	-1	-7	6	-6	-2	-20	-9	-5
OCCC1CN(Cc2ccc(Oc3ncccn3)cc2)CCN1C1CCCC1 (centres undefined)	-3	10	-7	-13	1	-10	8	3
O=C(NC(c1cccnc1)C(F)(F)F)c1cc(COc2ccc3c(c2)CCCC3)on1 (centres undefined)	1	-4	13	-12	-6	61*	-2	10
CC(NC(=O)c1cnc2ccccc2n1)c1ccccc1 (centres undefined)	-2	3	-5	0	1	22	-12	10
COCCn1nnnc1C(c1ccc(Cl)cc1)N1CCN(C(=O)c2ccco2)CC1 (centres undefined)	-3	17	-2	2	-4	-15	-6	7
COc1ccc(N2C(=S)N=C(Nc3cccc(C)c3)C23CCCCC3)cc1	0	-12	5	7	-1	-23	0	12
CCOc1ccc(CNc2ccc3c(c2)ncn3C(C)(C)C)cc1	0	14	8	-3	2	-14	9	-1

Next part; the last seven above are carried over.
SMILES	APJ agonist	APJ antagonist	UBC13 inh	EBI2 antag	CXCR6 inh	Gli-Sufu antag	ATG4B inhibitor	CCR6 antagonist
O=C(CCS(=O)(=O)c1ccccc1)N1CCOCC1	-1	-7	6	-6	-2	-20	-9	-5
OCCC1CN(Cc2ccc(Oc3ncccn3)cc2)CCN1C1CCCC1 (centres undefined)	-3	10	-7	-13	1	-10	8	3
O=C(NC(c1cccnc1)C(F)(F)F)c1cc(COc2ccc3c(c2)CCCC3)on1 (centres undefined)	1	-4	13	-12	-6	61*	-2	10
CC(NC(=O)c1cnc2ccccc2n1)c1ccccc1 (centres undefined)	-2	3	-5	0	1	22	-12	10
COCCn1nnnc1C(c1ccc(Cl)cc1)N1CCN(C(=O)c2ccco2)CC1 (centres undefined)	-3	17	-2	2	-4	-15	-6	7
COc1ccc(N2C(=S)N=C(Nc3cccc(C)c3)C23CCCCC3)cc1	0	-12	5	7	-1	-23	0	12
CCOc1ccc(CNc2ccc3c(c2)ncn3C(C)(C)C)cc1	0	14	8	-3	2	-14	9	-1
C[C@@H](OC(=O)c1[nH]cnc1C(=O)N1CCc2ccccc2C1)c1ccccc1	-4	2	13	-6	3	-15	-16	-1
CCc1cc2c(=O)n(-c3ccccc3)c(SCC(=O)O)nc2s1	-2	-18	-9	-11	-2	-8	-3	17
CCCSc1nc2c3c(sc2c(=O)[nH]1)CC(C)(CC)OC3 (centres undefined)	0	3	2	4	-4	-12	3	10
Cc1ccccc1C(=O)NNC(=O)C1CCN(C(=O)Nc2ccccc2)CC1	-2	16	1	2	4	1	0	2
CCCn1nc(NS(=O)(=O)c2cccc3nonc23)c2cc3cccc(C)c3nc21	-6	27	-27	12	20	11	12	22
Cc1ccc(C(=O)NC2CCN(CC(=O)Nc3cccc([N+](=O)[O-])c3)CC2)cc1	-3	15	-16	9	-3	30	0	18
O=C(N/N=C/c1ccc([N+](=O)[O-])o1)c1ccc(NS(=O)(=O)c2cccs2)cc1	5	-35	-9	-22	8	-1	10	10
CC1CCN(C(=O)CSc2nc(C3CC3)nc3ccccc23)CC1	-2	16	2	5	11	13	-6	8
C=CCn1c(SCC(C)=O)nnc1-c1ccc2ncccc2c1	-3	4	-2	3	2	3	-1	-1
COc1cccc(C2=CC(=O)CCC2)c1	5	5	7	-5	0	-15	-7	1
Cc1ncc(C(=O)Nc2ccccc2)[nH]1	.	.	.	-11	5	-55	-3	-2
CCn1ccnc1CNC(=O)c1ccc2oc(CCCc3ccccc3)nc2c1	-2	9	4	4	3	-12	4	-2
COC(=O)c1cc(NCc2ccccc2F)ccc1N1CCOCC1	6	-23	-2	6	3	-10	10	8
C[C@H]1CN(S(=O)(=O)c2ccc3c(c2)OCCO3)CCN1S(=O)(=O)c1c(F)cccc1F	-1	-14	10	-2	-2	-15	-4	8
CC(OC(=O)c1ccccc1NCCO)C(=O)Nc1ccnn1C(C)C (centres undefined)	-3	-4	4	-4	5	-5	2	9
CCCN1C(=O)/C(=C/c2nc3ccccc3c(=O)[nH]2)c2cc(C)ccc21	-1	10	-26	-2	8	-18	3	10
Cn1nnnc1SCCNCc1ccccc1OCc1ccccc1	-4	5	-9	9	6	29	-7	3
C=C(C)CNC(=S)N/N=C/c1ccc(N2CCOCC2)cc1	-2	2	-22	10	-2	12	-10	7
Cc1cnc(C(=O)OCC(=O)N2CCN(S(=O)(=O)c3ccc(Cl)cc3)CC2)cn1	5	2	-4	-8	-1	-21	2	8
Cc1cc(C)cc(Oc2ccc(S(=O)(=O)N3CCN(C)CC3)cn2)c1	-4	2	-1	6	-5	-2	-2	8
Cc1c(NC(=O)CSc2ncccn2)c(=O)n(-c2ccccc2)n1C	-2	-6	-16	3	0	-9	4	5
CCOC(=O)/C(=N/Nc1ccccc1)N1CCCc2ccccc21	-1	-8	1	15	2	0	3	12
Cc1cc(S(=O)(=O)N(Cc2cccs2)Cc2ccccc2F)ccc1-n1cnnn1	-1	0	2	31	3	0	-4	19
CCOc1ccccc1OCCCC(=O)Nc1cccc(-n2cnnn2)c1C	-4	16	3	1	-8	-1	-2	0
CCOP(=O)(OCC)C(NC(=O)NS(=O)(=O)c1ccc(C)cc1)c1ccccc1 (centres undefined)	4	-18	-7	-4	0	-7	-4	-11
O=C(/C=C/c1ccc(S(=O)(=O)NCc2ccco2)cc1)N1CCN(c2ccccc2)CC1	-1	7	1	6	3	32	-6	15
Cc1cccc(Cc2nnc(NC(=O)c3cccc(S(=O)(=O)N4CCOCC4)c3)s2)c1	-4	16	-2	9	1	0	3	8
Cc1cccc(N2CC(C(=O)OCC(=O)c3ccc(OC(=O)c4cccs4)cc3)CC2=O)c1C (centres undefined)	-2	8	12	1	6	-17	3	13
Cc1cnc(NC(=O)c2ccc3c(c2)OCCO3)s1	0	11	-2	-1	1	10	1	9
Nc1nonc1-n1nnc(C(=O)N/N=C/C2CCCCC2)c1-c1ccccc1	9	-26	-1	-1	-9	-6	-1	-11

An excerpt from above, showing only Gli-Sufu antag, APJ antagonist and EBI2 antag:
Molecule | Gli-Sufu antag | APJ antagonist | EBI2 antag
Cn1nnnc1SCCNCc1ccccc1OCc1ccccc1 | 29 | 5 | 9
C=C(C)CNC(=S)N/N=C/c1ccc(N2CCOCC2)cc1 | 12 | 2 | 10

(next part)
SMILES	APJ agonist	APJ antagonist	UBC13 inh	EBI2 antag	CXCR6 inh	Gli-Sufu antag	ATG4B inhibitor	CCR6 antagonist
CCc1ccc(N2CC(C(=O)N/N=C/c3cccc([N+](=O)[O-])c3)CC2=O)cc1 (centres undefined)	-1	3	-3	14	2	0	-3	11
CCOc1cccc(SCc2noc(C(=O)NC(C)C)c2C(=O)O)c1	-3	10	-18	.	.	-9	-9	0
CC(=O)c1cccc(NC(=O)Nc2ccccc2)c1	1	-4	0	3	-26	11	4	12
COc1cc(/C=N/NC(=O)C(=O)/C=C2\NC(C)(C)Cc3ccccc32)ccc1O	-3	8	-2	9	22	6	8	24
O=C1NC(c2ccco2)Nc2ccccc21 (centres undefined)	0	-18	0	-5	1	4	-13	16
COc1ccccc1N(C)S(=O)(=O)c1ccc(C(=O)NCC2CCCCC2)cc1	-5	1	9	-1	-2	7	-4	15
COc1cccc(CC2(CO)CCN(Cc3cn(C)nc3C)CC2)c1	-3	10	11	6	-2	15	23	12
CCC1(C)Cc2c(c(=O)n(-c3ccccc3)c3ncnc(N)c23)CO1 (centres undefined)	-3	-6	16	-6	0	-1	-8	4
CN(c1ccc(F)cc1)S(=O)(=O)c1ccc2[nH]cc(C(=O)O)c(=O)c2c1	-2	9	-2	2	-6	3	-8	-4
CCN(Cc1ccccc1)C(=O)Cn1c(C(C)O)nc2ccccc21 (centres undefined)	-2	3	6	6	15	4	-2	-6
CCN(C(=O)CSc1nc(-c2ccccc2)c(-c2ccccc2)[nH]1)C1CCS(=O)(=O)C1 (centres undefined)	-1	-4	2	-9	0	2	-11	-4
C=CCn1c(SCC(=O)Nc2nc3ccccc3s2)nc(O)c(CC)c1=O	-2	16	0	1	-4	4	-8	-5
COc1ccc(/C=N/NC(=O)Cc2n[nH]c(=O)[nH]c2=O)cc1	-5	1	-13	-7	-1	6	5	9
COc1ccccc1N(C(=O)c1ccncc1)c1nc(-c2ccc([N+](=O)[O-])cc2)cs1	6	-3	-3	55*	-9	9	-14	7
O=C(NCc1ccco1)C1CC(c2ccccc2C(F)(F)F)=NO1 (centres undefined)	-5	-41	-14	-13	6	1	8	1
Nc1nc(=S)[nH]c2c1C1(CCCCC1)Cc1ccccc1-2	.	.	.	-3	-4	5	-52	-8
COc1ccc2c(c1)OC[C@H]1[C@H]2N2C(=O)c3ccc(C)cc3NC(=O)[C@@]2(C)[C@H]1c1ccccc1	4	-5	-5	-6	10	-14	38	5
CC(C)(C)NC(=O)C(c1ccc(-c2ccccc2)cc1)N(C[C@H]1CC[C@@H]([C@@H]2CC[C@H](CO)O2)O1)C(=O)c1ccc(-c2ccccc2)cc1 (some centres undefined)	.	.	.	10	13	-6	1	22
CCOC(=O)N1CCN(C(=O)c2ccc3c(=O)n(Cc4ccc(OC)cc4)c(=S)[nH]c3c2)CC1	-5	18	-2	6	11	0	-14	18
CCOC(=O)c1ccc(NCCc2ccc(OC)c(OC)c2)c(N)c1	0	16	10	7	-6	6	7	-6
O=C(NCCN1CCOCC1)c1cc(Sc2ccc(F)cc2F)nc2ccccc12	-4	6	5	-11	-10	-7	-8	-1
O=C(Nc1cccc(NC(=O)c2cccs2)c1)c1ccc(Br)o1	-2	-14	-3	0	-9	4	4	2
COc1cc(C=O)ccc1OCC(=O)Nc1ccc2c(c1)OCO2	0	-10	-1	-8	2	3	0	1
Cc1ccc(CN(C)C(=O)c2cc(COc3ccc(F)cc3Cl)on2)o1	-1	-7	-2	7	2	-28	12	5
Cc1cc(=O)c(C(=O)Nc2ccc(N3CCOCC3)cc2N2CCOCC2)nn1-c1ccccc1Cl	-1	-3	-16	-3	2	7	-13	2
Cc1nnc(SCC(=O)N(C)C2CCCCC2)s1	-2	2	1	6	-1	-10	-4	-6
O=c1oc2ccccc2cc1-c1ccccc1	-2	11	5	13	-4	-47	-2	5
CCCCCNS(=O)(=O)c1cc(C)ccc1OC	0	-19	-5	-7	-8	-7	-3	15
O=C(c1ccccc1F)c1cc2c(cc1[N+](=O)[O-])OCCO2	0	18	3	-5	4	-2	-1	15
CC(NC(=O)c1cccc(S(=O)(=O)N2CCN(Cc3ccccc3)CC2)c1)c1ccc(Cl)cc1 (centres undefined)	4	14	-6	10	0	14	-10	9
CC(=O)c1cccc(OCC(=O)Nc2cc(Cl)ccc2-n2cncn2)c1	-1	6	0	1	2	3	-3	-1
COc1ccc(C)cc1N(C(=O)CNC(=O)c1ccco1)C(C(=O)NCC1CCCO1)c1ccccc1 (centres undefined)	-9	11	4	-2	-5	6	2	-3
